Source: PubChem BioAssay (Southern Research Specialized Biocontainment Screening Center)
PhoP GFP inhibition: PhoP regulon inhibitors, Salmonella typhi PhoP promoter GFP reporter, confirmatory (AID 1850); one-dose inhibition, % at 50 µM; IC50 in µM for titrated hits; actives 0.33% (n = 310,000); Salmonella Typhi PhoP-promoter GFP reporter, fluorescence, 4 h; higher % means a stronger effect; in the data active = a potency from the dose series; inconclusive = inhibition mostly from about 25% at the one dose, without a potency; inactive = the rest, 99 in 100 with inhibition below about 19%;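 also: 0% = induced wells with vehicle and 100% = uninduced wells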
inhibitors of VEEV: inhibitors of VEEV TC-83 cytopathic effect, confirmation, Vero cells (AID 588727); Vero cells, VEEV TC-83 cytopathic effect inhibition; higher % means a stronger effect; inhibition, % at 20 µM; hits with a dose series show IC50 in µM; actives 0.13% (n = 350,000); in the data active = a potency from the dose series; inconclusive = inhibition mostly from about 14% at the one dose, without a potency; inactive = the rest, 99 in 100 with inhibition below about 12%; also: strong numbers were not always called active
influenza NS1A: NS1A inhibition, H1N1 influenza, cell based functional assay (AID 504329) | NS1A functional cell-based assay, percent inhibition; higher % means a stronger effect | inhibition, % at 12.5 µM, or IC50 in µM where a hit was titrated | actives 0.3% (n = 340,000); in the data active = a potency from the dose series; inconclusive = inhibition above about 27% without an active follow-up result; also: strong numbers were not always called active
M. tuberculosis: growth inhibition of non-replicating M. tuberculosis (AID 488890); Mycobacterium tuberculosis non-replicating, growth inhibition; higher % means a stronger effect; inhibition, % at 25 µM; hits with a dose series show IC50 in µM; actives 0.39% (n = 320,000); in the data active = a potency from the dose series; inconclusive = inhibition mostly from about 82% at the one dose, without a potency; inactive = the rest, 99 in 100 with inhibition below about 76%;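 also: plate controls were DMSO cells for no effect and high antibiotic wells for full effect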
H37Rv inhibition: M. tuberculosis growth inhibition, HTS (AID 449762) | M. tuberculosis H37Rv growth inhibition, 7H9 media; higher % means a stronger effect | actives 0.59% (n = 330,000) | inhibition, % at 25 µM; hits with a dose series show IC50 in µM; in the data active = a potency from the dose series; inconclusive = inhibition above about 70% without an active follow-up result;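 also: bacterial growth assessed after seven days of incubation; strong numbers were not always called active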
inhibitors of VEEV 10K pilot screen: second read-out of inhibitors of VEEV, no call of its own (marks repeat the call); inhibition, %; measured here: 10K pilot screen inhibition
* = called active by the depositor; i = inactive; ? = inconclusive; . = not tested or not shown.

SMILES	PhoP GFP inhibition	inhibitors of VEEV	influenza NS1A	M. tuberculosis	H37Rv inhibition	others
CCC(=O)Oc1oc(-c2ccccc2)nc1C=Nc1ccccc1OC	-11%	7.3%	1%	?	10%	inhibitors of VEEV 10K pilot screen=2.0
Cc1cc(NC(=O)C(C)SCC(=O)Nc2ccccc2OC(F)F)no1 (stereo not given)	14%	0.1%	0%	20%	17%
O=S(=O)(CCSc1nc2ccccc2s1)c1nc2ccccc2s1	-10%	0.3%	9%	?	?
Cc1nn(CCc2n[nH]c(=S)n2C2CCCCC2)c(C)c1Br	-3%	i	-1%	0%	1%
CCc1sc(N(C(=O)Cc2ccccc2)c2ccccc2)nc1-c1ccccc1	1%	i	-6%	-4%	-11%	inhibitors of VEEV 10K pilot screen=0.0
CCOC(=O)COc1ccc(/C=C2\C(=O)NC(=S)N(c3ccc(OC)cc3)C2=O)cc1OC	0%	i	2%	-13%	3%
CCOc1ccc(CN(CCCl)CCCl)cc1C(=O)OC	5%	3.0%	-5%	-6%	-1%
OC(CN1CCN(Cc2ccccc2)CC1)c1ccccc1 (stereo not given)	-2%	2.4%	-9%	-8%	-7%
COc1cc2oc(=O)cc(-c3ccc(-c4ccc(CO)cc4)cc3)c2c(OC)c1OC	.	6.1%	-1%	.	.
Cc1ccc(C2C(C(=O)O)c3ccccc3C(=O)N2C)o1 (stereo not given)	-17%	3.3%	-1%	-2%	4%
O=C(OCc1ccccc1)c1cccnc1Cl	8%	0.8%	0%	68%	-6%
COc1ccc(C2=NOC(C(=O)Nc3ccc(C(C)=O)cc3)C2)cc1OC (stereo not given)	-8%	1.6%	6%	11%	-8%
Fc1ccc(CN2CCSCC2)cc1Br	-12%	0.4%	-3%	8%	2%
CC(C)C(=O)Nc1ccc(C(=O)NNC(=O)c2cccs2)cc1	5%	0.2%	4%	-10%	-3%
COc1cccc(C2C(C(=O)c3cccs3)=C(O)C(=O)N2CCN(C)C)c1OC (stereo not given)	3%	1.1%	-6%	-1%	-2%
CCOc1cc(/C=N/NC(=O)CSc2nncn2C)ccc1OCc1ccccc1	-7%	i	-5%	9%	0%
Cc1cc(C)c2c(N)c(S(=O)c3ccc(C(C)(C)C)cc3)sc2n1 (stereo not given)	6%	3.8%	-6%	15%	42%
Cc1nn(C)cc1-c1cc(C(=O)O)c2ccccc2n1	-4%	0.9%	-8%	-3%	7%
Cc1ccc(C(=O)N2CCN(Cc3ccccc3)CC2)cc1S(=O)(=O)N1CCOCC1	.	7.3%	0%	.	.
COc1ccc(Nc2nc(N3CCN(S(=O)(=O)N(C)C)CC3)nc3ccccc23)cc1	4%	7.0%	2%	21%	11%
c1ccc(OCCn2cnc3ccccc32)cc1	-1%	i	-3%	.	-6%
O=c1cc(CN2CCN(S(=O)(=O)/C=C/c3ccccc3)CC2)c2ccc(O)cc2o1	-6%	8.9%	-8%	27%	-9%
c1ccc(-c2noc(-c3cccnc3)n2)nc1	-1%	6.8%	7%	5%	0%
COc1ccc(C(=O)N(c2ccc(OC)cc2)S(=O)(=O)c2cccs2)cc1	-5%	8.0%	-1%	19%	4%
COc1cccc(CNn2cnnc2)c1O	0%	1.3%	-5%	-6%	-2%

Continued, overlapping the part above by five compounds.
SMILES	PhoP GFP inhibition	inhibitors of VEEV	influenza NS1A	M. tuberculosis	H37Rv inhibition	others
c1ccc(OCCn2cnc3ccccc32)cc1	-1%	i	-3%	.	-6%
O=c1cc(CN2CCN(S(=O)(=O)/C=C/c3ccccc3)CC2)c2ccc(O)cc2o1	-6%	8.9%	-8%	27%	-9%
c1ccc(-c2noc(-c3cccnc3)n2)nc1	-1%	6.8%	7%	5%	0%
COc1ccc(C(=O)N(c2ccc(OC)cc2)S(=O)(=O)c2cccs2)cc1	-5%	8.0%	-1%	19%	4%
COc1cccc(CNn2cnnc2)c1O	0%	1.3%	-5%	-6%	-2%
COC(=O)c1ccc(NC(=O)CCN2CCN(Cc3ccccc3)CC2)cc1	-14%	0.2%	2%	11%	10%
CCOC(=O)c1sc(NC(=O)CSc2nc3c(c(=O)n2-c2ccc(C)cc2)SCC3)c(C(=O)OCC)c1C	-2%	i	-79%	-13%	-8%	inhibitors of VEEV 10K pilot screen=0.0
CN(C)c1ccc(/C=C/C(=O)c2ccc3c(c2)OCCO3)cc1[N+](=O)[O-]	-8%	i	18%	20%	13%
COCCN(C(=O)C(C)C)c1nnc(-c2ccc(C)cc2)s1	0%	5.2%	-2%	4%	2%
O=S(=O)(c1cccs1)n1nnc2ccccc21	-6%	0.3%	-22%	33%	-2%
CC(C)(C)OC(=O)N1CCC[C@H]1C(=O)NCC1CCC(C(=O)O)CC1 (stereo not given in full)	-12%	0.2%	-1%	6%	-5%
CCO[C@@H]1OC(C(=O)N2CCOCC2)=C[C@H](c2ccc(Br)cc2)[C@H]1CCCO	-8%	i	-2%	10%	-9%
CCCNc1c(NC(C)=O)c(=O)oc2ccccc12	11%	1.9%	-17%	-24%	0%
CC(C(=O)Nc1cccc(C#N)c1)N(C)CCOc1ccccc1 (stereo not given)	6%	0.6%	8%	7%	-5%
CN(Cc1ccc(F)cc1)C(=O)c1ccc(NC(=O)CC2SC(N3CCCC3)=NC2=O)cc1 (stereo not given)	-6%	i	10%	2%	1%
COc1cc2c(c3oc(=O)cc(CC(=O)O)c13)CCC(C)(C)O2	3%	0.1%	-1%	-3%	2%
Cc1ccc(-c2csc(C(C#N)=C3CCCC3)n2)cc1	-3%	12%	-18%	-5%	4%
COc1cc(/C=C2\SC(N)=NC2=O)cc(Br)c1O	4%	i	-1%	-22%	5%
Cc1ccc(OCC(=O)NC(=S)Nc2ccccn2)c(Br)c1	-7%	1.9%	-10%	-6%	-4%
O=c1c2ccccc2cnn1Cc1n[nH]c(=S)n1-c1ccccc1F	-2%	1.6%	3%	5%	-2%
Cc1nnc(SCC(=O)Nc2nccs2)o1	-7%	0.7%	-9%	-2%	0%
Cc1ccc(NC(=O)CSc2nnc(N)s2)c([N+](=O)[O-])c1	15%	1.0%	8%	0%	4%
N#CCCn1cc(C(=O)Nc2ccc([N+](=O)[O-])cc2)c(-c2cccs2)n1	-7%	0.2%	9%	16%	12%	inhibitors of VEEV 10K pilot screen=0.9
CCOC(=O)N1CCC(NC(=O)c2cccnc2SC)CC1	-3%	0.6%	-9%	-4%	-7%
CC(=O)Nc1cccc(-c2nnc3c4ccccc4c(C)nn23)c1	-14%	.	.	-14%	6%
CCOC(=O)C1C(=O)NC(c2ccccc2)=NC1c1ccc(C(C)C)cc1 (stereo not given)	-8%	0.2%	9%	-4%	1%
NC(=O)C1CCN(c2oc(-c3ccccc3)nc2S(=O)(=O)c2ccc(Br)cc2)CC1	7%	0.5%	>100µM*	17%	13%
CC(=O)N1c2ccc(S(=O)(=O)NCCc3ccccc3)cc2CC1C (stereo not given)	4%	4.6%	-2%	7%	5%
c1ccc(-c2csc3ncn4cnnc4c23)cc1	-6%	0.8%	0%	4%	0%	inhibitors of VEEV 10K pilot screen=2.5
CCNC(=O)NC(=O)C(C)OC(=O)CCS(=O)(=O)c1ccc(C)cc1 (stereo not given)	-8%	0.9%	4%	-4%	0%

Taken from above, two compounds:
SMILES	PhoP GFP inhibition	inhibitors of VEEV	influenza NS1A	M. tuberculosis	H37Rv inhibition	others
c1ccc(-c2csc3ncn4cnnc4c23)cc1	-6%	0.8%	0%	4%	0%	inhibitors of VEEV 10K pilot screen=2.5
CCNC(=O)NC(=O)C(C)OC(=O)CCS(=O)(=O)c1ccc(C)cc1 (stereo not given)	-8%	0.9%	4%	-4%	0%

Quoted at random: four records from the list.
SMILES	PhoP GFP inhibition	inhibitors of VEEV	influenza NS1A	M. tuberculosis	H37Rv inhibition	others
COc1cc2oc(=O)cc(-c3ccc(-c4ccc(CO)cc4)cc3)c2c(OC)c1OC	.	6.1%	-1%	.	.
CC(=O)Nc1cccc(-c2nnc3c4ccccc4c(C)nn23)c1	-14%	.	.	-14%	6%
Cc1ccc(C(=O)N2CCN(Cc3ccccc3)CC2)cc1S(=O)(=O)N1CCOCC1	.	7.3%	0%	.	.
CC(C)C(=O)Nc1ccc(C(=O)NNC(=O)c2cccs2)cc1	5%	0.2%	4%	-10%	-3%

Remaining list, next part.
SMILES	PhoP GFP inhibition	inhibitors of VEEV	influenza NS1A	M. tuberculosis	H37Rv inhibition	others
COc1cccc(-n2nnnc2SCC(=O)NCc2ccco2)c1	-6%	0.7%	-27%	10%	-6%
Cc1cc(C(=O)COC(=O)c2ccc(CO)cc2)c(C)n1CC1COc2ccccc2O1 (stereo not given)	-3%	9.2%	6%	48%	6%
CCc1cc(CNC(=O)CC2C(=O)NCCN2CC2CCCCC2)on1 (stereo not given)	-9%	0.4%	0%	0%	4%
CCN(CC)S(=O)(=O)c1ccc(NCc2ccccn2)nc1	0%	1.2%	-10%	2%	10%
CCOC(=O)C(=CNc1ccc2c(c1)c1ccccc1n2CC)C(=O)OCC	-19%	1.6%	-6%	8%	28%
CCCCNc1cc(NC(C)=O)cc2cc(OC)c(OC)cc12	-1%	3.1%	20%	17%	-3%
N#CC1=C(N)Oc2c(c(=O)sc3ccccc23)C1c1ccncc1 (stereo not given)	1%	7.8%	7%	-13%	3%
CSc1ccc(S(=O)(=O)NCCCn2ccnc2)cc1	-1%	i	-5%	5%	-3%
Oc1c(Br)cc(Br)cc1C=NCc1ccc(F)cc1	57µM*	0.3%	-1%	?	28%
CCOC(=O)c1c(N2C(=O)CC(Sc3ccccc3C(=O)O)C2=O)sc(C)c1C (stereo not given)	3%	6.8%	2%	7%	-2%
O=C(CN1CCN(S(=O)(=O)c2ccc(F)cc2)CC1)N1CCOCC1	-6%	1.4%	-6%	45%	-8%
CC[C@]12c3[nH]c4ccc(OC)cc4c3CCN1C(=O)C(CC(=O)NCCCn1ccnc1)C[C@@H]2C(=O)N1CCN(C(=O)C2CC2)CC1 (stereo not given in full)	.	1.0%	1%	.	.
CC(C)CNC(=O)/C=C/c1cccs1	1%	0.4%	-5%	75%	-4%
CCOc1cccc(CN2CCCC(N3CCc4cc(OC)c(OC)cc4C3)C2)c1O (stereo not given)	-2%	i	0%	16%	8%
Oc1[nH]c2ccccc2c1N=Nc1ccc(C(F)(F)F)cn1	-4%	3.5%	7%	-2%	7%
Cc1[nH]c2ccccc2c1C(=O)COC(=O)c1c(-c2ccccc2)noc1C	-2%	5.3%	3%	?	2%
Cc1ccc(C(NC(=O)CN2C(=O)NC3(CCCC3)C2=O)c2ccccc2)cc1 (stereo not given)	.	0.9%	-9%	12%	-6%
C=CCNC(=O)NC(=O)COC(=O)/C(C#N)=C/c1cc(C)n(CC(C)C)c1C	2%	3.2%	5%	-6%	-13%

No enrichment for hits; overall some 1.5% were active at least once.
